iPSC survival up: enhancers of single-cell hiPSC survival, primary screen, ATPlite luminescence | 100% = ROCK inhibitor wells, 0% = DMSO | survival enhancement, % at 20 µM | 360,000 tested, 0.044% active | AID 602274, 2012; in the data active means survival enhancement above about 18%;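 further: cells exposed to compounds for 16 hours before the ATP read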
TRPM1 prom inh: inhibitors of MITF-dependent TRPM1 promoter reporter, primary screen, cell-based, SK-MEL-5, single point, luciferase; 330,000 tested, 0.83% active; SK-MEL-5 TRPM1 promoter luciferase, 24 h; inhibition, % at 12.5 µM;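 active means mean inhibition across replicates of 60% or more, whatever share of single replicates reaches that level; inconclusive means some that reach 60%, reason not given; inactive means mean inhibition across replicates below 60%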; further: values of inactives mirror those of a sister screen read the other way
aDG glyco up: activators of alpha-DG glycosylation, primary screen, uHTS, Pro5-aDG cells, AlphaScreen; alpha-DG glycosylation AlphaScreen (IIH6); 0% Pro5, 100% B10-LARGE cell signal; activation, % at 10 µM; 360,000 tested, 0.22% active; AID 624168, 2012;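 active means activation of at least 8% versus controls, or a plate z-score of at least 8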;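 further: Pro5 are CHO cells carrying HIG-tagged alpha-DG that lacks glycosylation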
NR2E3 ag-1: inhibitors of NR2E3-RetCOR corepressor binding, primary screen, NR2E3 agonist project, biochemical, TR-FRET, GST-NR2E3, biotin-RetCOR; Photoreceptor-specific nuclear receptor (Homo sapiens), Q9Y5X4; 1536-well; inhibition of corepressor binding, % at 4.78 µM; 320,000 tested, 0.12% active; AID 2300, 2010;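 active means percent inhibition above the cutoff of mean plus 3 SD of all tested compounds, set per screening campaign, cut at about 20% in these data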;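 further: 0% = DMSO wells and 100% = biotin wells as full block of FRET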
Target sequence (Q9Y5X4 whole entry, looked up): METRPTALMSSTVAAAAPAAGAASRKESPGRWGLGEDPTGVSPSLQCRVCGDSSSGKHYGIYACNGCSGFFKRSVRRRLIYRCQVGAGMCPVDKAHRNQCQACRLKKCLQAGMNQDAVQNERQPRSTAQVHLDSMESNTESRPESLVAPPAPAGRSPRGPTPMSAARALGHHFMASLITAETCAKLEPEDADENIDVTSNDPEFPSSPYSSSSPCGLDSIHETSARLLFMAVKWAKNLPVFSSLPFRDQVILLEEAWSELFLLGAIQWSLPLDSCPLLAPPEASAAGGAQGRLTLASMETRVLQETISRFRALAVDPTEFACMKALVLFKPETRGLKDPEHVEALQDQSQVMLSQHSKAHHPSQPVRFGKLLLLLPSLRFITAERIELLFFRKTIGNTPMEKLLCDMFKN
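system = GST-tagged NR2E3 plus biotinylated RetCOR corepressor | input = 1.35 nM GST-NR2E3 | also added = 7 nM biotin-RetCOR | schedule = 5 h incubation at 4 °C | measured by = TR-FRET with europium anti-GST and streptavidin-D2, 340 nm excitation | read-out = percent loss of FRET ratio relative to control wells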
CaV13 ICDI inh: Primary screen for inhibitors of IQ motif and Ca2+-dependent inactivation inhibitor domain binding in CACNA1D, Förster resonance energy transfer in living cells, …; HEK cells, CFP/YFP FRET ICDI-IQ, plate reader, 10 min; percent FRET-ratio fall versus neutral wells; inhibition, % at 12.3 µM; 340,000 tested, 0.098% active; AID 743397;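 active means mean replicate inhibition of at least 30% and at least 1% of replicates passing that level; inconclusive means only one of the two criteria is met; inactive means neither criterion is met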;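 further: 0% = median of the neutral control wells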
Peg3 promoter: Peg3 promoter-driven luciferase inhibitors, primary screen, cell-based, HeLa, luciferase luminescence; HeLa PEG-Prom luciferase reporter, overnight; inhibition, % at 20 µM; 360,000 tested, 1.7% active; AID 588405, 2011;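 active means inhibition of at least 50% at 20 µM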
Granule exo inh: LAMP-1 surface exposure blockers, TALL-104 cells – cell-based, flow cytometry, MLPCN library, primary screen. 360,000 tested, 0.66% active. AID 651702, 2012. TALL-104 LAMP-1 surface exposure; cells stimulated with thapsigargin and PMA. inhibition, % at 10 µM;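 active means inhibition above about 55%, limit read from the data; inconclusive means no clear call, values can overlap the other calls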
Vif inh: HIV Vif self-association inhibitors, primary screen, imaging, HEK293T, single point; HEK293T cells, Vif self-association by quenched fluorescence, 24 h; inhibition, % at 7.49 µM; AID 602346, 2012; 340,000 tested, 0.35% active; in the data active means inhibition above about 50%, passing the limit was not always enough; inconclusive means no clear call, values can overlap the other calls; inactive means below about 31%; further: some results filed as inactive read as strong as hits
HIF-2a inh: HIF-2a reporter inhibitors, primary screen, luminescence, 786-0 RCC cells. 360,000 tested, 0.72% active. 786-0 RCC cells HIF-2a reporter, luciferase luminescence, overnight. inhibition, % at 18.8 µM;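 active means inhibition of the luminescence signal of 40% or more relative to plate controls, in a single-dose primary screen at 18.75 µM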
PDI inh: inhibitors of human PDI, primary screen, biochemical, turbidity, single point, plate reader. 350,000 tested, 0.052% active. PDI insulin aggregation turbidity, A650, 90 min. Protein disulfide-isomerase (Homo sapiens), P07237. inhibition, % at 10 µM;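 active means mean inhibition across replicates of 30% or more, whatever share of single replicates reach that level; inconclusive means mean inhibition below 30% while every single replicate reaches 30%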;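 further: absorbance from insulin aggregation driven by PDI reduction with DTT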
Target sequence (P07237 whole entry, looked up): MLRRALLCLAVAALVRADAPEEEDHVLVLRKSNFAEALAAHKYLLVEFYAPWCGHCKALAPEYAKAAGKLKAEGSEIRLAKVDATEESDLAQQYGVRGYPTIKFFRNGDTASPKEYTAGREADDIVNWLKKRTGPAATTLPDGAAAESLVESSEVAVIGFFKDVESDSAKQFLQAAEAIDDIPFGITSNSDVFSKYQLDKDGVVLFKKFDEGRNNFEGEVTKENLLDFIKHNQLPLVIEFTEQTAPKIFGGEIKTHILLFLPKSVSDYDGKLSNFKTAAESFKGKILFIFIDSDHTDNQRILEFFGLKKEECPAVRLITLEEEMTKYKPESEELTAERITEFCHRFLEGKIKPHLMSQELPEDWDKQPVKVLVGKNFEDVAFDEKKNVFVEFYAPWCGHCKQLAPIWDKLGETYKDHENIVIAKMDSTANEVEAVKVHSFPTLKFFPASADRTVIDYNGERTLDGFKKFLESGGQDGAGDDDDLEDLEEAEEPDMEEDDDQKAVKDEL
NR2E3 ag-2: NR2E3 agonists in two-hybrid cells, primary screen, cell-based, luminescence, CHO-S, Gal4-NCOR/VP16-NR2E3; Photoreceptor-specific nuclear receptor (Homo sapiens), Q9Y5X4; luciferase; inhibition of corepressor binding, % at 3.98 µM; 360,000 tested, 0.35% active; AID 602229, 2012;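 active means inhibition above the mean of all tested compounds plus 3 SD, cut at about 70% in these data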;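 further: 0% = DMSO with NR2E3 transfected cells and 100% = cells lacking NR2E3 construct; higher means lower luciferase signal from less NR2E3 corepressor binding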
* hit, by the source's call; ? = inconclusive; / = no result given.

no.	canonical_smiles	iPSC survival up	TRPM1 prom inh	aDG glyco up	NR2E3 ag-1	CaV13 ICDI inh	Peg3 promoter	Granule exo inh	Vif inh	HIF-2a inh	PDI inh	NR2E3 ag-2
1	Cc1ccc(-c2nc(CSc3nc4ccccc4c(=O)n3C)cs2)cc1	-1.5	2	1.7	-1	-15	-17	0	-4	-27	4	-20
2	Cc1ccc(C(=O)N2CCN(c3ccccc3F)CC2)cc1NC1=NC2CS(=O)(=O)CC2S1 (configuration not stated)	-0.1	3	0.1	-2	-2	2	-3	-6	3	3	-22
3	CCCNS(=O)(=O)c1ccc(OC)c(Cl)c1Cl	-1.4	-18	-0.1	2	-4	10	14	-15	7	-4	-1
4	CSCCC(=O)N1CCCC(N(C)CCc2ccccc2)C1 (configuration not stated)	0.7	5	0.0	0	-5	7	-6	-1	3	-3	12
5	Nc1nonc1-n1nnc(C(=O)N/N=C/c2ccc(Cl)cc2Cl)c1CN1CCCC1	-0.6	1	0.1	6	-3	8	-9	-9	-5	-4	20
6	CC1CCCC(NC(=O)Cn2cc([N+](=O)[O-])ccc2=O)C1C (configuration not stated)	0.4	1	0.0	3	-5	9	0	0	13	-3	-1
7	COc1ccc(NC(=O)CCS(=O)(=O)c2ccc(OC)cc2)cc1	0.9	8	0.1	2	-8	5	-2	/	23	3	1
8	CN1CCc2cccc3c2C1Cc1ccc(O)c(O)c1-3 (configuration not stated)	-0.1	-8	0.1	0	-5	0	6	16	11	-1	-35
9	COCC(=O)N1CCC(Oc2ccc(C(=O)N3CCCCCCC3)cc2)CC1	0.1	-4	0.0	1	-3	-19	10	/	-2	4	4
10	COC(=O)c1cccc(NC(=O)CCCN2C(=O)NC3(CCCC3)C2=O)c1	1.0	3	0.2	/	-6	-16	2	-1	10	1	4
11	CCOC(=O)c1ccc(Nc2cc(C)nc(-c3ccccc3O)n2)cc1	0.3	-5	0.0	2	-8	13	-2	1	-5	-3	-7
12	CCC1=C(OC(=O)N(CC)CC)N2C(=O)OC(=NCC(=O)OC)[C@]2(Cc2ccccc2)[C@H]2C1=CC[C@H]1C(=O)N(CC(=O)OC)C(=O)[C@H]12	-0.1	2	0.3	-2	/	-5	-13	-4	7	1	-51
13	CN(C(=O)c1ccc(NC(=O)Cc2ccc(NC(=O)C3CCN(C(=O)C4CCCC4)CC3)cc2)cc1)C1CC1	-2.1	-2	3.4	25*	-9	-22	0	-2	-2	-8	16
14	CCOc1ccc(N2C(=O)C3C4C=CC([C@H]5CC45)[C@@H]3C2=O)cc1 (some centres not stated)	-0.4	-23	0.0	1	-20	-24	-6	3	-23	5	-19
15	CCCCN1C(=N)N([C@@H](CCC)CN2CCC[C@H]2CN2C(N)=NC[C@@H]2Cc2ccccc2)C[C@H]1[C@H](C)CC	-1.0	-3	-0.1	/	-6	-16	-1	/	-2	3	-18
16	CC(=O)Nc1ccc(NC(=O)Cn2c(-c3ccc(F)cc3)cnc2SCC(=O)Nc2c(C)cccc2C)cc1	2.0	14	-0.1	-3	-5	24	-10	-14	8	10	14
17	COC(=O)c1ccccc1NC(=O)N1CCN(Cc2ccco2)CC1	-3.3	6	-0.4	3	-7	3	-1	8	14	-2	-22
18	O=C(O)CCC(=O)NNC(=O)COc1cccc(Cl)c1	4.7	2	0.4	1	-4	9	0	-5	5	3	10
19	Cc1nnc(Sc2nc3c(c(=O)[nH]c(=O)n3C)n2Cc2ccccc2)s1	2.1	6	-0.2	3	-5	19	-5	/	0	/	-5
20	O=C(c1ccc(S(=O)(=O)N2CCCCC2)cc1)N1CCN=C1SCc1cccnc1	1.8	-1	-0.1	3	2	15	-3	1	-1	-5	12
21	O=C(OCC(=O)N1CCN(C(=O)c2ccco2)CC1)c1ccccc1OCc1ccc(Cl)cc1	0.4	15	0.6	1	-5	5	-1	-5	-5	-7	-9
22	COC(=O)/C=c1\[nH]c2nnc(C)n2c1=O	0.1	3	0.1	-1	-4	11	-1	?	18	-5	5
23	CC12CCC(O)CC1=CCC1C2CCC2(C)C1CCC21CCC(=O)O1 (configuration not stated)	0.5	10	0.8	1	-5	8	-4	-8	-1	3	4
24	CC(C)(C)OC(=O)NC(Cc1ccccc1)C(=O)NC(CSC1CCCCO1)C(=O)NN (configuration not stated)	-0.9	-6	-0.1	3	-1	-5	0	-10	12	-4	7
25	COC(=O)c1ccc2c(=O)[nH]c(CSc3nc(C)cs3)nc2c1	0.9	-24	0.4	5	-2	-105	3	2	-70	1	-22
26	CCOC(=O)c1cc(C(=O)Nc2sc3c(c2C#N)CCCC3)nn1C	-0.3	-11	-0.2	0	/	-1	5	-9	-20	-12	-38
27	CCCc1nn2c(-c3ccccc3)nnc2o1	-1.5	/	0.0	/	-4	3	1	?	1	9	-8
28	Cc1cccc(C)c1NC(=O)/C(C#N)=C/c1ccsc1	-0.8	-4	0.1	1	-5	15	4	0	7	0	-21
29	CCN(CC)C(=O)C(Sc1ccccc1)c1ccccc1 (configuration not stated)	-1.7	-5	0.5	-7	-5	10	-2	-1	23	-1	22
30	Cc1ccccc1CN1CCN(C(C)C(=O)NCc2ccccc2)CC1 (configuration not stated)	0.6	-5	-0.1	2	-4	7	-4	5	4	10	-27
31	CN(CC(=O)Nc1ccc(F)c(F)c1F)C(=O)CCCc1nc2ccccc2c(=O)[nH]1	0.7	-1	-0.4	3	-6	-5	3	-5	4	7	14
32	Cc1nc(CC(=O)N/N=C/c2ccc(OCC(=O)O)cc2)cs1	2.1	-4	0.3	4	-3	5	2	7	5	1	-7
33	CCOC(=O)CC(NC(C)=O)c1ccc([N+](=O)[O-])cc1 (configuration not stated)	0.6	4	-0.2	1	-4	-1	-2	-1	-2	-18	-20
34	CC1(C)ON(C2CCCCC2)[C@H]2c3nc4ccccc4n3C[C@H]21	2.9	-9	0.2	2	-11	5	7	7	9	1	-24
35	CC1C(=O)Nc2ccc(S(=O)(=O)NCc3ccc(Cl)cc3)cc2NC1=O (configuration not stated)	1.3	/	-0.1	10	-7	1	1	-7	-10	/	-13
36	CCOC(=O)CNC(=O)c1c(C)nn(-c2ccccc2)c1Cl	0.3	-5	-0.2	-1	-4	-7	-1	4	-11	-5	5
37	Fc1ccc(NC(=S)NCCN2CCOCC2)c(F)c1F	-0.4	-6	0.4	-1	-2	-5	-4	6	-7	6	-4
38	Cc1ccc(-n2c3c(cc(C(=O)NC4CCSC4=O)c2=O)C(=O)CCC3)cc1 (configuration not stated)	0.9	4	0.0	2	-4	1	3	3	21	-3	-2
39	O=C(Oc1c(Cl)cc(Cl)c2cccnc12)c1cccs1	1.2	13	-0.1	0	-9	29	-1	-4	-6	6	-17
40	CCC(=O)N=c1sc2cc([N+](=O)[O-])ccc2n1CCOC	-0.7	2	-0.3	-4	-5	-8	-3	-5	8	-2	-8
41	Cc1cccc(NC(=O)CSc2ccc(-c3ccc4c(c3)OCO4)nn2)c1C	-0.5	10	0.0	-1	-9	-8	-5	0	-19	6	-6
42	CCOc1ccc(CCNC(=O)c2ccc(CS(=O)Cc3cccc(Cl)c3)o2)cc1 (configuration not stated)	-0.3	-3	-0.2	-2	-6	-27	-6	0	-39	2	-3
43	O=C(Nc1ccc2c(c1)OCO2)C1Cc2c(-c3ccc(Cl)cc3)ccnc2O1 (configuration not stated)	-2.0	/	0.3	/	-10	6	-3	-13	-14	-2	-14
44	Cn1c(N)c(C(=O)COC(=O)C2CC(=O)N(Cc3ccccc3)C2)c(=O)n(C)c1=O (configuration not stated)	0.2	2	-0.1	1	-7	5	4	5	17	12	2
45	COc1ccc(NS(=O)(=O)c2cccc(C(=O)NNC(=O)CNC(=O)c3ccccc3F)c2)cc1	0.7	4	0.1	-2	-2	8	3	-1	10	-6	-5

An excerpt from above in order of formula weight, falling:
no.	canonical_smiles	iPSC survival up	TRPM1 prom inh	aDG glyco up	NR2E3 ag-1	CaV13 ICDI inh	Peg3 promoter	Granule exo inh	Vif inh	HIF-2a inh	PDI inh	NR2E3 ag-2
31	CN(CC(=O)Nc1ccc(F)c(F)c1F)C(=O)CCCc1nc2ccccc2c(=O)[nH]1	0.7	-1	-0.4	3	-6	-5	3	-5	4	7	14
37	Fc1ccc(NC(=S)NCCN2CCOCC2)c(F)c1F	-0.4	-6	0.4	-1	-2	-5	-4	6	-7	6	-4
40	CCC(=O)N=c1sc2cc([N+](=O)[O-])ccc2n1CCOC	-0.7	2	-0.3	-4	-5	-8	-3	-5	8	-2	-8

Following part
no.	canonical_smiles	iPSC survival up	TRPM1 prom inh	aDG glyco up	NR2E3 ag-1	CaV13 ICDI inh	Peg3 promoter	Granule exo inh	Vif inh	HIF-2a inh	PDI inh	NR2E3 ag-2
46	CC1CCCN(C(=O)c2nn(C)c3c2CSc2ccccc2-3)C1 (configuration not stated)	-1.3	/	-0.2	1	3	-26	4	4	-55	/	-21
47	Cc1cccc(-n2nnnc2SCC(=O)NCC2CCCO2)c1 (configuration not stated)	-0.8	0	-0.1	0	-5	7	1	1	10	1	-3
48	CC(C)(C)OC(=O)C(C)(C)O/N=C(\C(=O)O)c1csc(N)n1	-2.1	-1	0.1	-1	-20	15	-5	6	12	0	-13
49	CC1=NN(C(N)=S)C(=O)C1N=Nc1ccccc1O (configuration not stated)	-0.2	21	0.1	9	-21	14	-3	6	-9	-4	19
50	Cc1nnc(SCC(=O)NC(C)(C)C)n1NCc1cccc(Br)c1	0.7	1	0.0	1	-2	26	2	-2	13	-12	-24
51	COc1ccc(C(=O)COC(=O)COc2ccc(C)c(C)c2)cc1	-1.1	8	-0.1	3	-5	10	-3	12	9	-3	12
52	CCS(=O)(=O)N1CCN(Cc2ccccc2OC)CC1	-1.5	6	0.0	-1	/	17	0	-2	-4	-1	2
53	Cc1cc2cc(C)c(NCCNC(=O)c3ccccc3Cl)nc2cc1C	3.6	-7	1.2	-2	-5	-15	7	4	-28	8	-11
54	Cc1nc(-c2ccc(Cl)cc2)sc1C1(C)CC(c2ccc(C#N)cc2)=NO1 (configuration not stated)	1.8	-23	-0.2	2	-5	-58	-2	-1	-86	1	-37
55	Cc1onc(-c2ccccc2)c1C(=O)N=C(N)c1ccc(C(F)(F)F)cc1	-0.5	3	0.4	-3	-19	21	-18	-1	10	1	-18
56	C=CCn1c(C)csc1=Nc1ccccc1C	0.3	-36	-0.2	4	-10	-74	0	-4	-150	0	-23
57	Cc1cccc(NC(=O)c2nc[nH]c2C(=O)NC[C@@H](C)O)c1	-1.2	/	0.1	/	-6	5	5	/	-12	0	3

Source: PubChem (several laboratories)
